Source: PubChem (National Center for Advancing Translational Sciences (NCATS))
AmpC inh no detg: AmpC beta-lactamase inhibition without detergent. P00811. Potency, µM (top dose mostly 57.1 µM), for inactives: at the top dose activity change, negative = inhibition, hits mostly inhibitors. AmpC nitrocefin hydrolysis, absorbance 480 nm, 0.0001% Triton. actives 0.52% (n = 330,000);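 note: potency is the fitted concentration of half-maximal effect; plate controls were no compound for no effect and no enzyme for full effect; nearly all actives have a fitted effect of over 20% in size; some results filed as inactive show a strong effect at the top dose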
Target sequence (P00811 whole entry, looked up): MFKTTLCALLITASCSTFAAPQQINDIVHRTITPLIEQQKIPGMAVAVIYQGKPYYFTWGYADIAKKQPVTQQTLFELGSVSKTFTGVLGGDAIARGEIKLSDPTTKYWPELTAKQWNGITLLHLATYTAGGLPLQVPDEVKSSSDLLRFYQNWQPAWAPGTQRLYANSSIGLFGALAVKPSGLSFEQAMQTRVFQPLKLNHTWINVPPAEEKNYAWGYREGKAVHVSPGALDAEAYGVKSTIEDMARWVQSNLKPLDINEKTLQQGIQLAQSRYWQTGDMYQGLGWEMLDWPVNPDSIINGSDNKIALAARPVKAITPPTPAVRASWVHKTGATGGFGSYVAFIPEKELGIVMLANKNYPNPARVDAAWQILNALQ
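AmpC (5.3 nM in the dispensed reagent) in 20 mM phosphate pH 7.0 with 0.01% (detergent screen) or 0.0001% Triton X-100 was preincubated with compounds for 15 min at room temperature. Nitrocefin was then added from an 800 uM solution, and hydrolysis was followed at 480 nm.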
Pf growth 48h: P. falciparum growth inhibition at 48 hours (one generation). Potency, µM (top dose mostly 28.7 µM), for inactives: at the highest dose activity change, negative = inhibition, most hits filed as inhibitors. actives 5.9% (n = 310,000). AID 504832. P. falciparum luciferase growth in erythrocytes, 48 h; note: potency is the fitted concentration of half-maximal effect; % is set by controls: 0 for no effect and ±100 for the full control effect
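Luminescence readout; reporter = integrated firefly luciferase in P. falciparum. RBC culture at 2% hematocrit, 0.1% parasitemia final, 37 C/5% CO2; decreased signal taken as growth inhibition.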
LmPK inh: inhibitors of Leishmania mexicana pyruvate kinase; purified LmPK, Kinase-Glo ATP luminescence, 1 h; Q27686; actives 0.37% (n = 290,000); Potency, µM (top dose mostly 57.5 µM), without a hit: top-dose activity change, negative = inhibition, actives largely listed as inhibitors; note: potency is the fitted concentration of half-maximal effect; % is set by controls: 0 for no effect and ±100 for the full control effect
Target sequence (Q27686 whole entry, looked up): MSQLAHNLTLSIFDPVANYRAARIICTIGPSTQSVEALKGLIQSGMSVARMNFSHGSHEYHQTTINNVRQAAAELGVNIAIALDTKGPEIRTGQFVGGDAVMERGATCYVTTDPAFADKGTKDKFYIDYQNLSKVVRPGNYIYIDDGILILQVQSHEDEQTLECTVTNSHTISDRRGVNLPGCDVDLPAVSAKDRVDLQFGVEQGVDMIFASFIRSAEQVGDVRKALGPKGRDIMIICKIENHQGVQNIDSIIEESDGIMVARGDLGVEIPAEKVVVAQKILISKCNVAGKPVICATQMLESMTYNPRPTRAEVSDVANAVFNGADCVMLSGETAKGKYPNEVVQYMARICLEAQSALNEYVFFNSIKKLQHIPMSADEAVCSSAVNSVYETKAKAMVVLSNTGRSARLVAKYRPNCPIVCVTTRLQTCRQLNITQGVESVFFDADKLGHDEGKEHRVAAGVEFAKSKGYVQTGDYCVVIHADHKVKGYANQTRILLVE
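0.1 nM LmPK, 0.5 mM PEP, 0.1 mM ADP; 50 mM imidazole pH 7.2, 7 mM MgCl2, 50 mM KCl; 1 h RT. Kinase-Glo luminescence readout, normalized to no-enzyme (full inhibition) and uninhibited wells.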
Shiga toxin inh: Shiga toxin inhibition. Vero cells, Shiga toxin protein synthesis inhibition reporter. inhibition, % at 38.7 µM. actives 9.2% (n = 290,000). AID 2315; in the data active = inhibition mostly above about 28%, no sharp cut-off; inactive = mostly below about 43%; note: 0% is about no effect
Pf growth 96h: P. falciparum growth inhibition at 96 hours; P. falciparum luciferase reporter growth, 96 h; Potency, µM (titrated, usually from 28.7 µM), inactives show at the top dose activity change, negative = inhibition, usual class: inhibitors; actives 6.9% (n = 320,000); note: potency is the fitted concentration of half-maximal effect; % is set by controls: 0 for no effect and ±100 for the full control effect
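Delayed-death screen, second-generation endpoint: infected erythrocytes, 2% hematocrit, 0.05% parasitemia final; 96 hours at 37 C, 5% CO2; luciferase detection reagent; luminescence decrease equals reduced growth.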
CHX counter: affects cycloheximide protein synthesis inhibition readout, counter-screen | max response, % | actives 12% (n = 300,000) | cell reporter, cycloheximide protein synthesis inhibition counterscreen; in the data active = max response mostly above about 13%, no sharp cut-off; inactive = mostly below about 14%; note: read at 38.3 µM for the half of the compounds with a filed dose; 0% is about no effect
Tb PYK inh: inhibitors of Trypanosoma brucei pyruvate kinase. Q57TT1. TbPYK enzyme, Kinase-Glo Plus ATP luminescence, 45 min. Potency, µM (titrated, usually from 76.8 µM), for inactives: at the top dose activity, negative = inhibition, actives largely listed as inhibitors. actives 0.12% (n = 410,000); note: potency is the fitted concentration of half-maximal effect; % is set by controls: 0 for no effect and ±100 for the full control effect; nearly all actives have a fitted effect of over 50% in size
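In this concentration-response screen, enzyme-free wells defined baseline while DMSO plates tracked drift. Each reaction combined TbPYK, substrate, compound and 130 uM ADP for 45 min at room temperature. Kinase-Glo Plus luminescence gave the signal.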
* = called active by the depositor; ? = inconclusive; nt = not tested or not shown; & = joins results of further samples; ! = not confirmed by another sample; [ ] = remark or other dose. Unless noted, calls come from the whole dose curve; as a rule, active = well fitted curve in the direction sought with a large enough effect; inconclusive = small, poorly fitted or top-dose-only effect, or another doubt; inactive = no such curve, though single readings can be large; an effect the other way counts as inactive or inconclusive.

SMILES | AmpC inh no detg | Pf growth 48h | LmPK inh | Shiga toxin inh | Pf growth 96h | CHX counter | Tb PYK inh
Cc1ccc(C)c(NC(=O)C(Sc2nncn2C)c2ccccc2)c1 (centres undefined) | -7% | -5% | 0% | 2 | ? | -2 | 6%
Cc1ccc(NC(=O)c2ccc3c(c2)C(=O)N(Cc2cccnc2)C3=O)c(C)c1 | -1%[2.29 µM] | -36%[5.75 µM] | 0% | -16 | ? | -3 | -1%
O=C(COC(=O)c1ccccc1O)Nc1ccc(S(=O)(=O)N2CCCCC2)cc1 | -43% | 9% | 8% | 1 | -12% | 2 | 2%
CC1Cc2ccccc2N1C(=O)CSc1nncn1C (centres undefined) | -16%[11.4 µM] | 24% | 3% | -7 | -1% | 6 | 4%
O=C(NCc1ccco1)c1csc(Nc2ccccc2Cl)n1 | -49% | -10% | 5% | 20 | -5% | 8 | -21%
COCCNC(=O)/C(C#N)=C/c1cccc(OCc2ccccc2)c1 | 39% | ? | 2% | 20 | ? | 5 | -7%
COc1cc([N+](=O)[O-])ccc1NC(=O)NCCCN1CCCC1=O | -17% | 70%[activator] | 6% | -8 | 12% | 4 | 0%
COc1cc(NC(=S)N2CCN(c3ccccn3)CC2)cc(OC)c1OC | -6% | 1% | 5% | -1 | -23%[5.75 µM] | -3 | -16%
COc1ccc(C(=O)Cn2nnc(-c3ccccc3-n3cnnn3)n2)cc1 | -10% | -25% | 7% | -8 | -10% | -3 | 1%
COCCNC(=O)c1ccccc1NC(=O)c1ccccc1N(C)S(=O)(=O)c1ccccc1 | -33% | ? | -4% | -4 | nt | 1 | 4%
Cc1ccc(/C=C/C(=O)Nc2ncc(C)s2)o1 | -27% | 95%[activator] | 0% | 69* | 141%[activator] | 47* | ?
Cc1oc2c(C)c3oc(=O)c(CCC(=O)NCCN4CCOCC4)c(C)c3cc2c1C | -2% | -3% | 3% | -10 | ? | -1 | 0%
O=C(OCn1nnc2ccccc2c1=O)c1cccs1 | -21% | 28% | -11% | -13 | -28% | -2 | 1%
O=C(c1cccc(C(F)(F)F)c1)N1CCOc2ccccc21 | 5% | 13µM* | 10% | 25 | 1% | 4 | 0%
Cc1ccc(CSc2nnc(-c3ccc(S(=O)(=O)N4CCCC4)cc3)o2)cc1 | -19% | 13% | -4% | -15 | -5%[5.75 µM] | -1 | 11%
O=C(Cc1c(F)cccc1Cl)OCN1C(=O)c2ccccc2C1=O | -4% | 2% | -4% | -8 | 80%[activator] | -1 | -9%
O=C(Nc1cccc([N+](=O)[O-])c1)c1ccc(-c2ccccc2)cc1 | -13% | 39%[activator] | 7% | 29 | ? | 11 | -10%
CCOc1cc(CNCCc2ccc(S(N)(=O)=O)cc2)ccc1OCC(=O)NC1CCCCC1 | -2% | nt | -5% | -5 | ? | 1 | -1%
O=C(NCCCN1CCCC1=O)c1ccccc1NS(=O)(=O)c1ccc(F)cc1 | 21% | 1% | 8% | 53 | 40%[activator] | 5 | 2%
O=C(NCCCn1ccnc1)c1ccc(Cl)c(Cl)c1 | -1% | -3% | -7% | -16 | 1% | 1 | -11%
O=C(Nc1nnc(COc2ccc(Cl)cc2)s1)c1ccc([N+](=O)[O-])cc1 | -5% | 15% | -2% | -9 | 46%[activator] | 1 | 1%
CN(CC(=O)Nc1ccc(F)c(F)c1F)C(=O)C1=NN(c2ccccc2)C(=O)CC1 | -5% | -8% | nt | nt | 1% | nt | -2%
O=C(COC(=O)/C(=C/c1cccs1)c1cccs1)NCc1ccccc1Cl | -26% | 3% | 6% | 14 | -16% | -4 | 6%
Cc1cc(C)n2nc(SC(C)C(=O)N3CCCC3)nc2n1 (centres undefined) | -5% | ? | nt | nt | -8% | nt | 3%
COc1cc(/C=C2\SC(=S)N(CCC(=O)Nc3cccc(O)c3)C2=O)cc(OC)c1OC | -13% | ? | 14% | nt | ? | 8 | -22%

Continuation.
SMILES | AmpC inh no detg | Pf growth 48h | LmPK inh | Shiga toxin inh | Pf growth 96h | CHX counter | Tb PYK inh
O=C(Nc1ccccn1)C1CCN(c2ncnc3c2nc2n3CCCCC2)CC1 | 57% | -6% | -1% | -10 | ? | 13 | 4%
Cc1ccc(NC(=O)CSc2nnc(CNC(=O)c3ccco3)n2C)c(C)c1 | -23% | -13% | nt | nt | -1% | nt | -4%
Cc1cccc(Nc2n[nH]c(C)c2[N+](=O)[O-])c1 | -1% | 132%[activator] | 2% | 107* | 3% | 63* | -2%
COc1ccc(S(=O)(=O)N2CCCCC2)cc1NC(=O)CCOc1cc(C)ccc1C | -22% | ? | nt | nt | 12µM* | nt | -4%
O=C(c1cc(N2C(=O)C3C4CCC(C4)C3C2=O)ccc1Cl)N1CCN(c2ccccc2F)CC1 (centres undefined) | -8% | -9% | 2% | -2 | ? | -7 | 1%
CCn1c(OC)nc2c1c(=O)n(C)c(=O)n2C | -6% | 0% | 3% | -22 | 3% | -2 | -4%
Nc1nonc1NN=C1CCCCC1 | -10% | 27% | 0% | 77 | 14% | 12* | 2%
Clc1ccccc1-c1nnc(-c2ccccc2Cl)o1 | -13% | ? | -17% | 68* | ? | 32* | -11%
O=C(NC(=S)N1CCCC1)c1ccccc1 | -15% | ? | -7% | -7 | ? | 5 | -19%
COc1ccc(C(=O)C2CCCN(C(=O)c3noc4c3CCCC4)C2)cc1F (centres undefined) | 40% | 16% | 10% | -2 | ? | 1 | 2%
CCN(CC)C(=O)c1ccc(COc2ccccc2Cl)cc1 | 85%[activator] | nt | 13% | 48* | -5% | 19 | 3%
Cc1ccc(Cn2nc(-c3ccccc3)nc2-c2ccccc2)cc1 | -7% | 46%[activator] | -12% | 121* | 152%[activator] | 45* | 7%
CCCCCc1nnc(NC(=O)CS(=O)(=O)Cc2ccccc2)s1 | -22% | -5% | 0% | -5 | 13% | -2 | -2%
O=C(NCc1ccco1)C(Cc1ccccc1)N1C(=O)c2ccccc2C1=O (centres undefined) | -25% | -1% | 0% | -12 | 34% | -1 | -7%
O=C(NCCCN1CCOCC1)c1ccc(-c2ccc(Cl)cc2)o1 | 80%[activator] | ? | 5% | 55 | 19% | 15 | 0%
c1ccc(-c2nnc3sc(CN4CCC5(CC4)OCCO5)cn23)cc1 | -10% | -15% | -10% | 19 | -8% | 8 | -16%
Cc1ccc(OCc2cc(C(=O)N(C)CCc3ccccn3)no2)cn1 | -5% | 1% | 1% | -1 | 2% | 9 | -1%
O=C(CN(Cc1ccccc1F)S(=O)(=O)c1ccc(Cl)cc1)NCCC1=CCCCC1 | 1% | ? | -1% | -9 | 12µM* | -3 | 0%
O=C(CN1CCN(CC(=O)Nc2cccc(F)c2)CC1)Nc1ccc(-c2ccccc2)cc1 | 143%[activator] | -16% | 3% | 3 | -18% | -2 | 0%
COc1ccc(S(=O)(=O)N2CCCCC2)cc1Br | -3% | -17% | -10% | 1 | -14% | -2 | 2%
CC(Sc1nc2ccccc2s1)C(=O)Nc1ccc2c(c1)OCO2 (centres undefined) | -60% | 13% | 0% | 13 | 18% | 10 | 1%
CCOc1ccccc1NC(=O)Nc1ccccn1 | -5% | ? | 1% | -19 | ? | 4 | -3%
CCCNC(=O)c1nc(C)n(-c2ccc([N+](=O)[O-])cc2)n1 | -5% | 3% | -1% | -4 | 4% | 2 | 1%
O=C(C=C1CCN(c2ncc(C(F)(F)F)cc2Cl)CC1)NNC(=O)Nc1ccc(Cl)cc1 | -7% | 0% | -1% | 2 | 49%[activator] | -2 | 6%
Cc1cnc(NC(=O)c2ccc3c(c2)C(=O)N(Cc2cccnc2)C3=O)s1 | -15% | 0% | 5% | -6 | ? | 6 | -3%

Next section.
SMILES | AmpC inh no detg | Pf growth 48h | LmPK inh | Shiga toxin inh | Pf growth 96h | CHX counter | Tb PYK inh
CSc1nc(=S)c2[nH]c(=S)[nH]c2[nH]1 | -21% | -28% | ? | -6 | 17% | -3 | ?
COCCn1c(=O)[nH]c2cc(C(=O)NCCc3ccc(S(N)(=O)=O)cc3)ccc2c1=O | -12% | 11% | 3% | 20 | -6% | -2 | -4%
COc1ccc2oc(C(=O)OCC(=O)Nc3ccc(OC)c(S(N)(=O)=O)c3)c(C)c2c1 | -43% | 1% | nt | nt | 15% | nt | 2%
O=C(NS(=O)(=O)c1ccccc1)c1cccc(Br)c1 | -20% | 2% | 0% | 15 | ? | -2 | 1%
CCC(C)NC(=O)C1CCN(S(=O)(=O)c2ccc3c(c2)CC(C)N3C(C)=O)CC1 (centres undefined) | -11% | -23% | 2% | -3 | 18% | -3 | 2%
CCOC(=O)c1c(NC(=O)CCN2CCOCC2)sc(C)c1-c1ccccc1 | 254%[activator] | ? | 4% | -13 | 19% | 2 | -6%
CN(C)S(=O)(=O)c1ccc(Cl)c(C(=O)NC2=NCCS2)c1 | -15% | 7% | 7% | 11 | ? | 5 | 2%
CCOc1cc(CN2CCSCC2)ccc1O | -32% | -9% | 3% | -9 | ? | -3 | -11%
COc1cccc(CSc2nc(N)cc(N)n2)c1 | -25% | 21% | 1% | 4 | 0% | 14 | -23%
CC(=O)Oc1c(C(=O)c2nnc(C)o2)c(=O)n(Cc2ccccc2)c2ccccc12 | -27% | 12% | 15% | -4 | 13% | -1 | -12%
Cc1nnc(SCC(=O)N2CCN(S(=O)(=O)c3ccccc3)CC2)[nH]c1=O | -9% | 0% | 7% | -5 | ? | -2 | -11%
Cc1ccc(-c2nc(CSCC(=O)NCCCN3CCOCC3)c(C)o2)cc1 | 48% | 37%[activator] | 3% | 16 | nt | 25 | nt
CCCS(=O)(=O)N1CCCC(C(=O)NCC(OC)OC)C1 (centres undefined) | -16% | 24% | -1% | -10 | -23% | 6 | 7%
CN(C)/C=C(\C#N)C(=O)N/N=C/c1ccc(Cl)cc1 | -29% | 86%[activator] | -7% | 14 | 54%[activator] | 10 | 0%
Cc1ccc(C)c(C(=O)COC(=O)CN2C(=O)C3C4CCC(C4)C3C2=O)c1 (centres undefined) | 53% | -11% | 0% | -5 | ? | 6 | -1%
O=C(CCN1CCN2CCCC2C1)N1c2ccccc2Sc2ccc(Cl)cc21 (centres undefined) | 86%[activator] | ? | 0% | -11 | 11µM*! | -2 | 1%&-7%

Retrieved one by one from the list above, 5 records:
SMILES | AmpC inh no detg | Pf growth 48h | LmPK inh | Shiga toxin inh | Pf growth 96h | CHX counter | Tb PYK inh
CCCCCc1nnc(NC(=O)CS(=O)(=O)Cc2ccccc2)s1 | -22% | -5% | 0% | -5 | 13% | -2 | -2%
COCCNC(=O)c1ccccc1NC(=O)c1ccccc1N(C)S(=O)(=O)c1ccccc1 | -33% | ? | -4% | -4 | nt | 1 | 4%
COc1cc(NC(=S)N2CCN(c3ccccn3)CC2)cc(OC)c1OC | -6% | 1% | 5% | -1 | -23%[5.75 µM] | -3 | -16%
O=C(OCn1nnc2ccccc2c1=O)c1cccs1 | -21% | 28% | -11% | -13 | -28% | -2 | 1%
O=C(Nc1cccc([N+](=O)[O-])c1)c1ccc(-c2ccccc2)cc1 | -13% | 39%[activator] | 7% | 29 | ? | 11 | -10%
